S100A4 inh HTS: inhibitors of human S100A4 binding to myosin IIA peptide. P26447. S100A4/TAMRA-MyoIIA peptide fluorescence polarization. inhibition, % at 10.7 µM. 0.14% of 360,000 active. AID 652163;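 active = mean inhibition of at least 70% across replicates, with every replicate also reaching that level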
Target sequence (P26447 whole entry, looked up): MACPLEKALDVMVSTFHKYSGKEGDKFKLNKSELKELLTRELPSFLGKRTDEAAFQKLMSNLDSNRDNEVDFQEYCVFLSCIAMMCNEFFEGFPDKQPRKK
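System – human S100A4 monomer protein, biochemical binding assay · Buffer or medium – Calcium-containing HEPES buffer, pH 7.2 · Timing – 5 min between mix addition and reading · Also added – TAMRA-labelled myosin IIA heavy-chain peptide probe, 5 nM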
E-sel inducer: induces E-selectin expression in human endothelial cells. P16581. HUVEC E-selectin immunofluorescence imaging; normalized: neutral wells 0, TNF-alpha wells 100. activation, % at 7.58 µM. 0.37% of 260,000 active;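 active = mean E-selectin-positive cell signal at least 10% of the positive control, reached in at least 60% of replicates, without over 20% cell loss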;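 note: in these data hits start at about 27%; measured in HUVEC primary endothelial cells; signal is the percent of cells scored E-selectin positive by PE staining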
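System: HUVEC / Compound: single concentration / Signal: immunofluorescence imaging / Read-out: percent E-selectin-positive cells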
esBAF inh: SWI/SNF esBAF complex inhibition | reporter increase, % at 12.5 µM | AID 602393 | 2% of 350,000 active | mouse ES cells, Bmi1-luciferase knock-in reporter, 24 h; 100% = twice the neutral-well signal; in the data active = activation above about 40%;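 note: 0% = median of the plate's neutral control wells and 100% = double that signal; a rise in the Bmi1 reporter signal indicates esBAF inhibition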
RAD52 inh: RAD52 (human) annealing inhibition. recombinant RAD52 DNA annealing, FRET fluorescence. AID 651710. inhibition, % at 18.7 µM. P43351. 0.46% of 360,000 active;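 active = every replicate showing at least 50% inhibition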
Target sequence (P43351 whole entry, looked up): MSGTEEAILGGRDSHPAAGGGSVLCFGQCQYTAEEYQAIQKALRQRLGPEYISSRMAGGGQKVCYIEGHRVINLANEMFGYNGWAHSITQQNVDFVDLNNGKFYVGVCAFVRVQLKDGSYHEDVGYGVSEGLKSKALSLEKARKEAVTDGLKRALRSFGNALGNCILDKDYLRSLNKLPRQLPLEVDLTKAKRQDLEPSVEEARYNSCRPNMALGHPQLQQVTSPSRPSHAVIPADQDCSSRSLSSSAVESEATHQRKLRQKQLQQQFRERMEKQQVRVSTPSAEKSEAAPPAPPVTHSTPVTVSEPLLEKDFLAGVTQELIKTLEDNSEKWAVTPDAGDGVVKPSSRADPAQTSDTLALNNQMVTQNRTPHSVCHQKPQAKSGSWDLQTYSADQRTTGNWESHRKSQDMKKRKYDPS
RAD54 inh: RAD54 (human) branch migration inhibition | RAD54 Holliday junction branch migration, FAM/BHQ fluorescence | inhibition, % at 10.4 µM | 0.14% of 360,000 active | AID 602329;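 active = mean normalized replicate activity at least 40 and at least half of replicates scoring 40 or more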;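 note: 0% = median of neutral control wells and 100% = median of positive control wells; inhibitors cause a drop in the FAM fluorescence signal; in these data hits start at about 50%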
FN deposit inh: fibronectin deposition inhibition; AH1F fibroblasts, Alexa488-fibronectin deposition fluorescence, overnight; inhibition, % at 12.6 µM; 0.086% of 350,000 active;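 active = mean inhibition across replicates of 30% or more, regardless of how many single replicates reach that level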;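 note: positive control wells lacked labelled fibronectin entirely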
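Assay system: AH1F fibroblasts assembling fluorescent fibronectin matrix; Amount: 10000 AH1F cells per well; Buffer or medium: DMEM, 2% serum; Probe or stimulus: Alexa488-fibronectin, 24 nM final in well; Doses: single compound dose, delivered by pin transfer; Incubation: 1 h adhesion, overnight exposure; Measured by: fluorescence 485/525 nm; Read-out: fibronectin deposition inhibition.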
XiGFP reactiv: activators of X-chromosome reactivation in mouse fibroblasts; AID 743238; XiGFP mouse fibroblasts, % GFP-positive cells imaging, 3 d; cells co-treated with 5-aza-dC sensitizer; scaled so ellipticine positive control = 100%; activation, % at 7.58 µM; 0.055% of 360,000 active;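 active = mean normalized replicate activation at least 10% and every replicate at or above 10%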;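 note: 0% = median of on-plate neutral control wells and 100% = ellipticine 6 µM median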
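Assay system: SV40-immortalized XiGFP fibroblast cells, line 68-5-11; buffer or medium: DMEM plus 5-aza-dC sensitizer; compound: one concentration, pinned; timing: compounds 3 days, fix/stain 15 min at room temperature; benchmarks: positive control ellipticine, 6 µM final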
EWS-Fli inh: blocks EWS/Fli oncoprotein-driven transcription; inhibition, % at 12.6 µM; A673 NR0B1-luciferase reporter, viability-normalised; 0.67% of 350,000 active; AID 651661;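 active = mean inhibition of at least 50% after viability correction, with every replicate also passing that limit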;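 note: firefly luciferase signal divided by Alamar Blue viability fluorescence both relative to DMSO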
Starred values were filed as active, the others as inactive; . = no result given. Outcome played no part in choosing rows. Share with any hit: about 3%.

SMILES	S100A4 inh HTS	E-sel inducer	esBAF inh	RAD52 inh	RAD54 inh	FN deposit inh	XiGFP reactiv	EWS-Fli inh
Cc1ccc([C@@H]2[C@@H]3C(=O)N(c4ccccc4)C(=O)[C@@H]3[C@]3(C)C(=O)N(Cc4ccc(-c5ccccc5)cc4)CC(=O)N23)o1	-24	-0.2	9	-31	2	-4	0.0	-8
Cc1cccc(C)c1OCc1nnc(SCC(=O)Nc2nccs2)o1	-1	0.5	1	-18	3	-4	0.1	-2
CCCC(c1nnnn1Cc1cccs1)N1CCN(C)CC1 (stereo not given)	8	1.7	.	-4	.	9	0.0	-7
O=C(COc1ccc(Br)cc1)NN1C(=O)c2ccccc2C1=O	-9	0.0	.	-10	-1	-1	0.0	5
C#CCN(C[C@H]1[C@H](OC(=O)NC2CCCC2)[C@H](OC(=O)NC2CCCC2)C[C@@H](C(=O)OC)[C@H]1C(=O)OC)S(=O)(=O)c1ccc(C)cc1	2	-0.4	9	-12	-11	6	0.0	10
Cc1cc(C(=O)N/N=C2\CC(=O)c3ccccc32)c(C)n1-c1ccc(F)cc1	2	.	2	-15	-3	2	0.3	-42
COc1ccc(C(=O)COC(=O)CCC(=O)c2cccs2)cc1	-43	.	.	10	.	-13	-0.1	-10
CNC[C@H]1OCCCC[C@H](C)Oc2ccc(NS(=O)(=O)c3cccs3)cc2C(=O)N([C@H](C)CO)C[C@@H]1C	-44	-0.2	-3	-90	-10	.	-0.4	.
COc1ccc(CN2C[C@H](C)[C@@H](OC)CN(C)C(=O)c3cc(NC(=O)C4CC4)ccc3OC[C@@H]2C)cc1	.	0.0	0	0	1	-9	0.0	4
C[C@H]1CN([C@@H](C)CO)C(=O)c2cccc(NS(=O)(=O)c3cn(C)cn3)c2O[C@@H]1CN(C)C(=O)Nc1cccc2ccccc12	2	0.3	0	-9	5	4	-1.1	39
Nc1nonc1-n1nnc(C(=O)N/N=C/c2ccc(F)cc2)c1-c1cccs1	-1	.	-9	-12	-9	7	0.0	.
Cn1c2ccsc2c2ncn(Cc3ccccc3F)c(=O)c21	-3	0.0	9	-19	-9	1	-0.1	-7
NC(=O)COC(=O)c1ccc2noc(-c3ccccc3)c2c1	-5	-0.1	36	-64	1	21	0.1	-33
CCOC(=O)Cn1cc(/C=C(\C#N)C(=O)N2CCOCC2)c2ccccc21	-1	-2.4	.	2	.	-13	-0.1	4
CC(=O)N1CCN(C(=O)c2ccc(OC3CCN(CCc4ccccc4)CC3)cc2)CC1	-4	0.7	1	-4	-9	.	0.0	.
C[C@@H]1CN([C@H](C)CO)S(=O)(=O)c2ccc(C#Cc3cccnc3)cc2O[C@@H]1CN(C)C(=O)C1CC1	10	0.2	5	-3	-5	5	-0.9	-5
COc1cc(/C=N/n2c(C)n[nH]c2=S)ccc1OCc1ccc(F)cc1	-1	.	27	-7	0	3	-0.1	-33
CCCNC(=O)N1CCC2(CC1)CN(C(=O)CN1CCOCC1)[C@H](CO)c1[nH]c3cc(OC)ccc3c12	-23	0.0	.	-11	.	.	0.3	-6
CCOC(=O)/C(=C/Nc1ccccc1)[N+](=O)[O-]	7	.	-2	-30	-2	.	.	.
CCOC(=O)C1CSCCS(=O)(=O)N1Cc1ccc(F)cc1 (stereo not given)	0	0.1	.	6	.	0	-0.1	17
Cc1ccc(NC(=O)CN2C(=O)S/C(=C\c3ccccn3)C2=O)cc1	0	2.1	.	-12	.	4	0.3	-3
COc1ccccc1N1CCN(C(=O)c2ccc3[nH]c(C)c(C)c3c2)CC1	-3	.	-28	-10	0	4	0.9	49
COc1ccccc1C(=O)N1C[C@@H]2[C@H](c3ccccc31)[C@@H](CO)N2Cc1ccc(F)cc1	.	0.2	-6	.	-9	.	0.1	14
CN(C)/C(=N\S(=O)(=O)c1ccccc1)c1ccc(Cl)cc1	0	-0.3	1	-14	0	1	0.1	-2
C=CCN(CC=C)C(=O)c1cccc(S(=O)(=O)N2c3ccccc3CC2C)c1 (stereo not given)	-3	-0.2	3	-2	2	-4	-0.2	-3
CCC(C(=O)NC1CC1)n1nc(C)c2c(C)n(-c3ccccc3)nc2c1=O (stereo not given)	0	-0.2	1	4	5	3	-0.1	.
Cn1c(C(=O)N2CCCC(C(=O)NCc3cccs3)C2)cc2sccc21 (stereo not given)	-1	.	-2	6	.	.	.	8
CCCc1cc(=O)[nH]c(SCC(=O)NCc2ccc3c(c2)OCO3)n1	0	-0.2	-2	-12	2	-3	0.9	1
COc1ccccc1OCC(=O)Nc1ccc(N2CCCCC2)cc1	-2	2.7	.	-10	.	-6	-0.3	-20
C[C@H](CO)N1C[C@H](C)[C@H](CN(C)S(=O)(=O)c2cn(C)cn2)Oc2c(NC(=O)c3cnccn3)cccc2C1=O	-6	0.1	-4	-4	0	3	-0.6	0
Cc1[nH]ccc2cc3nc4ccccc4c3cc12	-5	1.2	-1	101*	83*	-4	0.0	49
O=C(CC1C(=O)NCCN1Cc1cccc(F)c1)NC1CCCCCC1 (stereo not given)	-7	.	.	-31	4	4	0.1	3
O=C(Nc1ccccc1F)N1CC2(C1)[C@H](c1ccccc1)[C@@H](CO)N2C(=O)CC1CC1	-5	0.0	.	-5	.	.	0.0	1
CCOC(=O)c1ccc(NC(=O)O[C@H]2[C@H](OC(=O)Nc3ccccc3)[C@@H](OC(=O)Nc3ccccc3)[C@@H](OC)O[C@@H]2CO)cc1	43	.	.	-8	-5	.	.	-13
OCCN(CCO)c1nc(-c2ccccc2)nc2c1oc1ccccc12	-1	3.7	.	-10	.	-6	0.0	-2
S=c1nc(-c2csc3c2CCCC3)[nH][nH]1	0	0.9	.	-10	.	-4	0.9	-19
O=C(Nc1ccc(S(=O)(=O)N2CCc3ccccc32)cc1)C(F)(F)F	-4	0.1	-3	-17	1	14	0.1	-13
O=S(=O)(Cc1ccccc1)Nc1ccc(Br)cn1	-2	.	0	-7	.	3	0.2	-5
CC(C)C[C@@H](CN)NC(=O)c1nc[nH]c1C(=O)N[C@@H](C)C(=O)CNC[C@H](CC(C)C)NC(=O)c1nc[nH]c1C(=O)N[C@@H](CC(=O)O)C(=O)O	-7	0.0	-2	1	-9	-7	0.1	0
COc1ccc2c3c([nH]c2c1)[C@H](CO)N(C)CC31CCN(S(=O)(=O)c2ccc(C)cc2)CC1	1	0.1	.	-1	.	-2	0.0	-8
COc1ccccc1NC(=O)COc1ccc(C(=O)NC2CCCc3ccccc32)cc1OC (stereo not given)	1	.	7	-10	1	-2	0.0	10
O=C(Nc1c2c(nn1-c1cccc(Cl)c1)CS(=O)(=O)C2)C1CC1	68	.	-16	-36	-1	7	0.4	1
CCOC(=O)C1CCc2sc(N)c(C#N)c21 (stereo not given)	-17	.	-6	-11	.	.	.	2
N=C1C(c2nc3ccccc3[nH]2)=C(O)CN1C1CCCCC1	-7	0.1	.	-8	.	-7	0.0	-120
O=C(CCCOc1ccc(Cl)cc1Cl)Nc1ccccc1C(=O)O	4	0.1	79*	-15	-3	-1	0.1	-111
CCCNC(=O)Nc1ccc2c(c1)C(=O)N(C)C[C@@H](OC)[C@H](C)CN(Cc1ccc(-c3ccccn3)cc1)[C@@H](C)CO2	-8	0.4	4	2	-4	-19	0.5	0
O=C(N1CCOCC1)N1CCN(S(=O)(=O)c2ccc(Cl)cc2)CC1	0	.	7	1	-9	-4	0.0	10
CCCc1cn(CC[C@H]2CC[C@@H](NC(=O)C3CCCCC3)[C@H](CO)O2)nn1	2	-0.1	2	6	-6	.	-0.5	-2
C[C@@H]1CN([C@@H](C)CO)C(=O)c2ccccc2-c2ccccc2CO[C@H]1CN(C)Cc1ccncc1	.	-0.2	-3	.	.	3	-0.8	-1
CN1C(C(=O)c2ccccc2)=C(N)c2ccccc2S1(=O)=O	-4	-1.9	-1	-25	6	0	0.4	3

With a hit mark in RAD52 inh, of those listed so far:
SMILES	S100A4 inh HTS	esBAF inh	RAD52 inh
Cc1[nH]ccc2cc3nc4ccccc4c3cc12	-5	-1	101*

Back to the main list with the 3 entries that preceded the break.
SMILES	S100A4 inh HTS	E-sel inducer	esBAF inh	RAD52 inh	RAD54 inh	FN deposit inh	XiGFP reactiv	EWS-Fli inh
CCCc1cn(CC[C@H]2CC[C@@H](NC(=O)C3CCCCC3)[C@H](CO)O2)nn1	2	-0.1	2	6	-6	.	-0.5	-2
C[C@@H]1CN([C@@H](C)CO)C(=O)c2ccccc2-c2ccccc2CO[C@H]1CN(C)Cc1ccncc1	.	-0.2	-3	.	.	3	-0.8	-1
CN1C(C(=O)c2ccccc2)=C(N)c2ccccc2S1(=O)=O	-4	-1.9	-1	-25	6	0	0.4	3
CC1(C)CC(=NOC(=O)c2ccccc2)CC(C)(C)N1	0	.	-10	-2	-1	.	.	-6
C[C@@H]1CCCCO[C@H](CN(C)S(=O)(=O)c2cccs2)[C@H](C)CN([C@@H](C)CO)C(=O)c2cc(NS(=O)(=O)c3ccccc3)ccc2O1	-5	.	3	-17	-6	2	0.1	1
Cc1cccc(C)c1NC(=O)CN1CCN(C(=O)c2ccc(OCc3cn4ccccc4n3)cc2)CC1	-5	.	-2	-7	.	1	0.0	-4
CCOc1ccc(NC(=O)COC(=O)CCC(=O)c2cccs2)cc1	-26	.	5	-22	-5	5	0.5	-4
C[C@@H]1CN([C@@H](C)CO)C(=O)c2cc(C#CCN(C)C)cnc2O[C@@H]1CN(C)Cc1cccc(F)c1	-11	0.0	-2	-3	9	1	-1.2	1
C[C@@H]1CN([C@H](C)CO)C(=O)c2cc(NC(=O)Nc3ccc(C(F)(F)F)cc3)ccc2O[C@@H](C)CCCCO[C@H]1CN(C)Cc1ccccc1	9	0.1	-70	-3	9	0	0.0	77*
CCOc1cc(/C=C/c2ccc3cccc([N+](=O)[O-])c3n2)ccc1OCC(=O)N(C)C	-5	.	.	-10	.	.	-0.1	-6
O=C(CNc1ccc(Br)cc1)Nc1ccc(S(=O)(=O)N2CCCCC2)cc1	-6	1.2	1	-14	12	-1	-0.1	7
Fc1cccc(-c2ccc(C3[C@H]4CNC[C@@H]3N4Cc3ccccc3F)cc2)c1 (stereo not given in full)	20	-0.1	.	60*	.	1	0.0	-4
O=C(Cn1nc(Cc2cccnc2)c2ccccc2c1=O)NCC1COc2ccccc2O1 (stereo not given)	1	0.0	-3	-13	-11	7	0.2	4
OCC1(CCc2ccccc2)CCN(Cc2cc(F)ccc2-n2cccn2)CC1	1	.	-10	-21	1	-7	-0.3	3
CC(C)(C)Cc1nnc(NC(=O)c2ccc([N+](=O)[O-])cc2)s1	-2	.	.	-6	-3	3	-0.1	-24
Cc1ccc(CNC(=O)CCC(=O)n2ncc3cc(C)ccc32)cc1	-1	-0.2	2	-6	7	-3	-0.1	-3
O=C(O)c1[nH]c2ccccc2c1C(c1cc(Br)ccc1O)c1c(C(=O)O)[nH]c2ccccc12	0	.	-5	-15	19	4	0.0	25
CC(=O)Nc1ccc(S(=O)(=O)Oc2cccc(/C=C3\SC(N)=NC3=O)c2)cc1	-12	.	.	-16	.	17	0.0	38
C[C@H](CO)N1C[C@H](C)[C@@H](CN(C)Cc2ccc3c(c2)OCO3)Oc2ccc(NS(=O)(=O)c3ccccc3)cc2CC1=O	-4	-0.1	2	22	-6	1	0.1	16

Screening data: PubChem BioAssay, Broad Institute
